High-throughput results (PubChem BioAssay)
NTR1 agonist = agonists of NTR1, primary screen, imaging, U2OS cells, beta-arrestin-GFP, high content (AID 493036) | NTR1-U2OS beta-arrestin-GFP spot imaging, agonist mode | activation, % at 20 µM | 0.17% of 330,000 active;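 active = activation at or above 40% of the spot to cytoplasm intensity ratio, with at least 20 cells analyzed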;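 note: 0% = DMSO without peptide and 100% = 100 nM NTR1 peptide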
Target sequence (P30989 whole entry, looked up): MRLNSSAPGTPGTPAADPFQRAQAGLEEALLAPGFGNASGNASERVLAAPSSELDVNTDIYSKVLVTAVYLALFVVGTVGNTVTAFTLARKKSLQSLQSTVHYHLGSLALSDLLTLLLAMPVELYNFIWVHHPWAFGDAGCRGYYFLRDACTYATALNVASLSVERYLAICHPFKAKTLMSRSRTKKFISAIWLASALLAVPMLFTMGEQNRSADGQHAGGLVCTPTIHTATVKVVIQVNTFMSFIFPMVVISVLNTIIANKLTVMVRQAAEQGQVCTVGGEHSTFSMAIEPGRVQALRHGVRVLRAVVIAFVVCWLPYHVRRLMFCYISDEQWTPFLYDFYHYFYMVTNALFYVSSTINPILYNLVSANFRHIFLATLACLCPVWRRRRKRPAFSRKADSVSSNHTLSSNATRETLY
Siah-1 displacement = Siah-1 peptide-binding antagonists, primary screen, biochemical, fluorescence polarization, rhodamine-plectin, uHTS (AID 1817). Siah-1 / rhodamine-plectin peptide fluorescence polarization; higher % means a stronger effect. displacement, % at 20 µM, or IC50 in µM where a hit was titrated. 0.02% of 290,000 active;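 active = displacement of at least 50% at 20 µM, with a fluorescence ratio check between 0.3 and a set limit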;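 note: plate controls were Siah plus tracer with DMSO for no effect and tracer alone without Siah for full effect; strong numbers were not always called active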
GPR55 antagonists = inhibition of LPI-stimulated GPR55 beta-arrestin translocation – imaging, U2OS, beta-arrestin-GFP, LPI agonist, primary screen (AID 2013); one-dose inhibition, % at 10 µM; IC50 in µM for titrated hits; 0.13% of 290,000 active; U2OS GPR55 beta-arrestin-GFP translocation imaging, LPI antagonism; higher % means a stronger effect;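 active = spots per cell inhibited over 60%, with over 100 cells counted and total cytoplasm intensity under 500,000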;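 note: U2OS cells stably carrying GPR55 and arrestin-GFP stimulated by 5 µM LPI near EC80; imaged beta-arrestin-GFP aggregate spots per cell after agonist stimulation; plate controls were LPI-stimulated DMSO wells for no effect and DMSO wells without LPI for full effect; some results filed as inactive read as strong as hits; confirmed hits need IC50 under 10 µM and bright autofluorescent wells are also inconclusive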
AID2073 = inhibitors of Mint1-CaV2.2 protein interaction, biochemical, HTRF (AID 2073) | HTRF protein-protein interaction, Mint1-CaV2.2; higher % means a stronger effect | one-dose inhibition, % at 20 µM; IC50 in µM for titrated hits | 0.19% of 290,000 active; in the data active = inhibition mostly above about 51%, no sharp cut-off; note: some results filed as inactive read as strong as hits
GPR35 antagonists = GPR35 antagonists blocking zaprinast-driven arrestin recruitment, primary screen, imaging, U2OS, beta-arrestin-GFP, zaprinast agonist (AID 2058); U2OS GPR35 beta-arrestin-GFP translocation imaging, zaprinast antagonism; higher % means a stronger effect; 0.052% of 290,000 active; inhibition, % at 10 µM; hits with a dose series show IC50 in µM;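 active = inhibition of at least 50% with at least 30 cells and total cytoplasm GFP at most 10,000,000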
NS5 inhibitors = flavivirus cap methylation enzyme inhibition – biochemical, confirmation dose response, primary screen (AID 588689); 0.3% of 340,000 active; inhibition, % at 25 µM; hits with a dose series show IC50 in µM; Dengue-2 NS5 methyltransferase capping enzyme assay, biochemical; higher % means a stronger effect; in the data active = a potency from the dose series
UTI89 phage lysis = protection from phage-mediated lysis, alamar blue read-out – E. coli UTI89, K1F phage, bacterial capsule biogenesis inhibitors (AID 488966). 0.02% of 340,000 active. inhibition, % at 100 µM; hits with a dose series show IC50 in µM. E. coli UTI89 K1F phage lysis, alamar blue, 2 h; higher % means a stronger effect;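 active = phage lysis inhibition, versus mean bacterial control, above a set limit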;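 note: capsule biogenesis inhibitors block K1F phage lysis so surviving cells raise fluorescence; higher fluorescence means more inhibition of phage lysis; actives were called in the ten point dose series up to 300 µM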
HIV fusion peptide = cell-free HIV fusion peptide-binding blockers – biochemical, uHTS, fluorescence dequenching, primary screen (AID 1986); cell-free peptide binding, fluorescence dequenching, 30 min; higher % means a stronger effect; 0.3% of 290,000 active; inhibition, % at 20 µM, or IC50 in µM where a hit was titrated; in the data active = inhibition mostly above about 52%, no sharp cut-off; inactive = mostly below about 76%; note: some results filed as inactive read as strong as hits
GPR55 activation = selective activators of receptor GPR55 – imaging, U2OS cells, beta-arrestin-GFP redistribution, primary screen (AID 1961); U2OS GPR55 beta-arrestin-GFP redistribution imaging; higher % means a stronger effect; one-dose activation, % at 10 µM; EC50 in µM for titrated hits; 0.048% of 290,000 active;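 active = activation above 40% with more than 50 cells counted in the well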;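 note: U2OS osteosarcoma cells stably expressing GPR55 and beta-arrestin-GFP; plate controls were DMSO negative control for no effect and LPI positive control for full effect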
NTR1 agonist cell count 20 µM = further read-out of NTR1 agonist, marked with its call; cell count; measured here: cell count, cytotoxicity flag
NS5 inhibitors pilot replicate = recorded beside NS5 inhibitors, whose call it bears; inhibition, %; measured here: pilot screen replicate inhibition
* = called active by the depositor; [ ] = remark or other dose.

CCCCN(CCCC)Cc1ccc(C(=O)NNC(=O)Nc2ccccc2)o1 was read as NTR1 agonist -0.3, Siah-1 displacement -5%, GPR55 antagonists -8%, AID2073 8%, GPR35 antagonists -10%, NS5 inhibitors -7%, UTI89 phage lysis -0.1%, HIV fusion peptide -0.9%, GPR55 activation 1.1% and NTR1 agonist cell count 20 µM 56.
O=C(CSc1nc2ccccc2c(=O)n1-c1ccccc1)NC(=O)CN1CCCC1=O was read as NTR1 agonist 1.6, Siah-1 displacement -8%, GPR55 antagonists 15%, AID2073 3%, GPR35 antagonists -12%, NS5 inhibitors 2%, UTI89 phage lysis 0.2%, HIV fusion peptide -1.8%, GPR55 activation 0.7% and NTR1 agonist cell count 20 µM 61.
Screening O=C(O)c1ccccc1SSc1ccccc1C(=O)O returned NTR1 agonist -1.1, Siah-1 displacement 3%, GPR55 antagonists 8%, AID2073 -30%, GPR35 antagonists -7%, NS5 inhibitors 4%, UTI89 phage lysis 0.2%, HIV fusion peptide 4.3%, GPR55 activation -0.1% and NTR1 agonist cell count 20 µM 73.
For Cc1nnc(N2C(=O)C(O)=C(C(=O)c3ccco3)C2c2cccc3ccccc23)s1 (stereo unspecified) the results were NTR1 agonist 1.9, Siah-1 displacement -2%, GPR55 antagonists -7%, AID2073 -7%, GPR35 antagonists -16%, NS5 inhibitors 3%, UTI89 phage lysis -2.6%, HIV fusion peptide 19%, GPR55 activation -0.2% and NTR1 agonist cell count 20 µM 45.
For O=C(CCC1CCCC1)NNC(=O)c1cccc(Cl)c1 the results were NTR1 agonist 1.2, Siah-1 displacement -4%, GPR55 antagonists 15%, AID2073 8%, GPR35 antagonists 0%, NS5 inhibitors 0%, UTI89 phage lysis 0.1%[50 µM], HIV fusion peptide -0.9%, GPR55 activation 0.0% and NTR1 agonist cell count 20 µM 60.
`Cc1ccc(S(=O)(=O)CCC(=O)Nc2nc(-c3ccncc3)cs2)cc1` gave NTR1 agonist 0.0, Siah-1 displacement 8%, GPR55 antagonists 7%, AID2073 -5%, GPR35 antagonists -7%, NS5 inhibitors -8%, UTI89 phage lysis 0.7%, HIV fusion peptide -1.0%, GPR55 activation 1.0% and NTR1 agonist cell count 20 µM 59.
Cc1cccc(NC(=S)NCC(c2cccnc2)N(C)C)c1 (stereo unspecified) was read as NTR1 agonist -1.7, Siah-1 displacement 8%, GPR55 antagonists 0%, AID2073 -11%, GPR35 antagonists -5%, NS5 inhibitors -7%, UTI89 phage lysis 2.4%, HIV fusion peptide -1.6%, GPR55 activation -0.5% and NTR1 agonist cell count 20 µM 59.
Screening COc1ccc(Cn2c(-c3ccc(C)cc3)nc3c(c(=O)c4ccccc4n3C)c2=O)cc1 returned NTR1 agonist 41*, Siah-1 displacement 7%, GPR55 antagonists 2%, AID2073 19%, GPR35 antagonists 1%, NS5 inhibitors -4%, UTI89 phage lysis -3.5%, HIV fusion peptide -3.1%, GPR55 activation 0.8% and NTR1 agonist cell count 20 µM 55*.
For Cc1nc(S/C(=C/c2ccc(-c3ccc(C(=O)O)cc3)o2)C(=O)O)n[nH]1 the results were NTR1 agonist -0.4, Siah-1 displacement 29%, GPR55 antagonists -3%, AID2073 34%, GPR35 antagonists -10%, NS5 inhibitors -8%, UTI89 phage lysis -0.2%, HIV fusion peptide 32%, GPR55 activation 0.0% and NTR1 agonist cell count 20 µM 65.
`CCOC(=O)c1ccc(-n2c(CCC(=O)O)ccc2-c2cccs2)cc1` gave NTR1 agonist -1.0, Siah-1 displacement 14%, GPR55 antagonists 7%, AID2073 62%, GPR35 antagonists 16%, NS5 inhibitors -6%, UTI89 phage lysis -2.4%, HIV fusion peptide 12%, GPR55 activation 0.2% and NTR1 agonist cell count 20 µM 35.

In the list so far, three have a furan ring, fused or not:
CCCCN(CCCC)Cc1ccc(C(=O)NNC(=O)Nc2ccccc2)o1 was read as NTR1 agonist -0.3, Siah-1 displacement -5%, GPR55 antagonists -8%, AID2073 8%, GPR35 antagonists -10%, NS5 inhibitors -7%, UTI89 phage lysis -0.1%, HIV fusion peptide -0.9%, GPR55 activation 1.1% and NTR1 agonist cell count 20 µM 56.
For Cc1nnc(N2C(=O)C(O)=C(C(=O)c3ccco3)C2c2cccc3ccccc23)s1 (stereo unspecified) the results were NTR1 agonist 1.9, Siah-1 displacement -2%, GPR55 antagonists -7%, AID2073 -7%, GPR35 antagonists -16%, NS5 inhibitors 3%, UTI89 phage lysis -2.6%, HIV fusion peptide 19%, GPR55 activation -0.2% and NTR1 agonist cell count 20 µM 45.
For Cc1nc(S/C(=C/c2ccc(-c3ccc(C(=O)O)cc3)o2)C(=O)O)n[nH]1 the results were NTR1 agonist -0.4, Siah-1 displacement 29%, GPR55 antagonists -3%, AID2073 34%, GPR35 antagonists -10%, NS5 inhibitors -8%, UTI89 phage lysis -0.2%, HIV fusion peptide 32%, GPR55 activation 0.0% and NTR1 agonist cell count 20 µM 65.

(more compounds)
`Cc1c(Cl)c(C(F)(F)F)nn1CC(=O)NCc1ccccc1` gave NTR1 agonist -0.2, Siah-1 displacement -6%, GPR55 antagonists 8%, AID2073 10%, GPR35 antagonists 7%, NS5 inhibitors -7%, UTI89 phage lysis 0.4%, HIV fusion peptide -0.1%, GPR55 activation 0.5% and NTR1 agonist cell count 20 µM 54.
Screening COc1nc(-c2ccccc2)ccc1-c1noc(-c2cccnc2)n1 returned NTR1 agonist 6.9, Siah-1 displacement -4%, GPR55 antagonists -10%, AID2073 10%, GPR35 antagonists 2%, NS5 inhibitors 1%, UTI89 phage lysis 8.4%, HIV fusion peptide -3.0%, GPR55 activation -0.2% and NTR1 agonist cell count 20 µM 63.
Screening O=C(N/N=C/c1c(O)n(-c2ccccc2Cl)c(=O)c2ccccc12)C1COc2ccccc2O1 (stereo unspecified) returned NTR1 agonist 4.1, Siah-1 displacement -5%, GPR55 antagonists 5%, AID2073 31%, GPR35 antagonists 21%, NS5 inhibitors -3%, UTI89 phage lysis -1.3%[50 µM], HIV fusion peptide 31%, GPR55 activation -0.2% and NTR1 agonist cell count 20 µM 78.
`CCCCC(CC)CNC(=O)C(=O)C1C(=O)Nc2ccccc21` (stereo unspecified) gave NTR1 agonist -0.1, Siah-1 displacement -9%, GPR55 antagonists 4%, AID2073 6%, GPR35 antagonists 11%, NS5 inhibitors -8%, UTI89 phage lysis -0.2%, HIV fusion peptide 1.4%, GPR55 activation -0.4% and NTR1 agonist cell count 20 µM 32.
`CN1CCC(OC(=O)c2cccc(Br)c2)CC1` gave NTR1 agonist -2.9, Siah-1 displacement 3%, GPR55 antagonists 22%, AID2073 4%, GPR35 antagonists 7%, NS5 inhibitors 3%, UTI89 phage lysis -0.4%, HIV fusion peptide 2.6%, GPR55 activation 0.2%, NTR1 agonist cell count 20 µM 62 and NS5 inhibitors pilot replicate 1.2.
`Cc1cccnc1CN1CCN(C(=O)c2cc(COc3ccc4ncccc4c3)on2)CC1` gave NTR1 agonist 2.2, Siah-1 displacement 0%, GPR55 antagonists 0%, AID2073 -3%, GPR35 antagonists 3%, NS5 inhibitors -3%, UTI89 phage lysis 0.1%, HIV fusion peptide 1.4%, GPR55 activation 0.0% and NTR1 agonist cell count 20 µM 52.
CCN(CC)S(=O)(=O)c1cccc(NC(=O)c2ccc(-n3nc(C)cc3C)cc2)c1 was read as NTR1 agonist 1.4, Siah-1 displacement 2%, GPR55 antagonists -12%, AID2073 -4%, GPR35 antagonists 6%, NS5 inhibitors -3%, UTI89 phage lysis 0.2%, HIV fusion peptide -2.6%, GPR55 activation 0.1% and NTR1 agonist cell count 20 µM 76.
`CCn1nnc(NC(=O)COc2ccc([N+](=O)[O-])cc2)n1` gave NTR1 agonist 3.8, Siah-1 displacement 2%, GPR55 antagonists 7%, AID2073 -2%, GPR35 antagonists -3%, NS5 inhibitors -10%, UTI89 phage lysis 0.0%, HIV fusion peptide -0.3%, GPR55 activation -0.3% and NTR1 agonist cell count 20 µM 53.
Cc1ccc(S(=O)(=O)N2CCOCC2)cc1C(=O)N(Cc1nnc(-c2ccccc2Cl)o1)C1CC1 was read as NTR1 agonist 0.6, Siah-1 displacement 0%, GPR55 antagonists 20%, AID2073 3%, GPR35 antagonists -13%, NS5 inhibitors -4%, UTI89 phage lysis 1.2%[50 µM], HIV fusion peptide 2.4%, GPR55 activation 0.2% and NTR1 agonist cell count 20 µM 61.
For COc1ccc(S(=O)(=O)NC(C)C)cc1-n1cnnn1 the results were NTR1 agonist 0.7, Siah-1 displacement 3%, GPR55 antagonists 4%, AID2073 -3%, GPR35 antagonists 8%, UTI89 phage lysis 0.7%, HIV fusion peptide -0.8%, GPR55 activation -0.1% and NTR1 agonist cell count 20 µM 30.
Cc1cccc(C)c1NC(=O)COC(=O)c1ccc([N+](=O)[O-])o1 was read as NTR1 agonist 1.3, Siah-1 displacement -2%, GPR55 antagonists 6%, AID2073 -5%, GPR35 antagonists 9%, NS5 inhibitors -2%, UTI89 phage lysis -1.9%, HIV fusion peptide -0.6%, GPR55 activation -0.6% and NTR1 agonist cell count 20 µM 44.
N#Cc1cccc(CN2C=NS(=O)(=O)c3ccccc32)c1 was read as NTR1 agonist -1.7, Siah-1 displacement -2%, GPR55 antagonists -18%, AID2073 9%, GPR35 antagonists 1%, NS5 inhibitors -6%, UTI89 phage lysis 0.1%, HIV fusion peptide 0.9%, GPR55 activation 0.0% and NTR1 agonist cell count 20 µM 93.
Cc1ccc(CCNC(=O)C2CCCN(C(=O)N(C)C)C2)cc1 (stereo unspecified) was read as NTR1 agonist 2.3, Siah-1 displacement 4%, GPR55 antagonists -9%, AID2073 -2%, GPR35 antagonists 0%, NS5 inhibitors -7%, UTI89 phage lysis 3.6%, HIV fusion peptide -0.7%, GPR55 activation -0.1% and NTR1 agonist cell count 20 µM 56.
Screening Cc1c(Cl)cccc1NC(=S)NCc1cccn1C returned NTR1 agonist -0.6, Siah-1 displacement 3%, GPR55 antagonists 8%, AID2073 -1%, GPR35 antagonists 10%, NS5 inhibitors -14%, UTI89 phage lysis 3.0%, HIV fusion peptide 1.3%, GPR55 activation -0.3% and NTR1 agonist cell count 20 µM 55.
O=c1c(-c2ccccc2)coc2c(CN3CCOCC3)c(O)ccc12 was read as NTR1 agonist 0.1, Siah-1 displacement -6%, GPR55 antagonists 3%, AID2073 48%, GPR35 antagonists 13%, NS5 inhibitors 4%, UTI89 phage lysis 1.2%, HIV fusion peptide -4.3%, GPR55 activation 0.2% and NTR1 agonist cell count 20 µM 38.
